Screening results from PubChem.
Shiga toxin inh = blocks Shiga toxin action in Vero cells; hit rate 9.2% among 290,000; Vero cells, Shiga toxin protein synthesis inhibition reporter; inhibition, % at 38.7 µM; AID 2315; in the data active = inhibition mostly above about 28%, no sharp cut-off; inactive = mostly below about 43%; note: 0% is about no effect
Pf growth 48h = inhibits P. falciparum growth in the first generation, 48 h; AID 504832; Potency, µM (top dose mostly 28.7 µM), inactives show at the top dose activity change, negative = inhibition, hits mostly inhibitors; P. falciparum luciferase growth in erythrocytes, 48 h; hit rate 5.9% among 310,000; note: potency is the fitted concentration of half-maximal effect; % is set by controls: 0 for no effect and ±100 for the full control effect
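Parasite viability was followed by luminescence of a genomically integrated firefly luciferase. Cultures held 0.1% parasitemia at 2% hematocrit (final), incubated under 5% CO2 at 37 C.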
AmpC no deterg = inhibitors of E. coli AmpC beta-lactamase without detergent; P00811; AmpC nitrocefin hydrolysis, absorbance 480 nm, 0.0001% Triton; Potency, µM (top dose mostly 57.1 µM), for inactives: at the highest dose activity change, negative = inhibition, actives largely listed as inhibitors; hit rate 0.52% among 330,000; AID 485341;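 note: potency is the fitted concentration of half-maximal effect; plate controls were no compound for no effect and no enzyme for full effect; nearly all actives have a fitted effect of over 20% in size; some results filed as inactive show a strong effect at the top dose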
Target sequence (P00811 whole entry, looked up): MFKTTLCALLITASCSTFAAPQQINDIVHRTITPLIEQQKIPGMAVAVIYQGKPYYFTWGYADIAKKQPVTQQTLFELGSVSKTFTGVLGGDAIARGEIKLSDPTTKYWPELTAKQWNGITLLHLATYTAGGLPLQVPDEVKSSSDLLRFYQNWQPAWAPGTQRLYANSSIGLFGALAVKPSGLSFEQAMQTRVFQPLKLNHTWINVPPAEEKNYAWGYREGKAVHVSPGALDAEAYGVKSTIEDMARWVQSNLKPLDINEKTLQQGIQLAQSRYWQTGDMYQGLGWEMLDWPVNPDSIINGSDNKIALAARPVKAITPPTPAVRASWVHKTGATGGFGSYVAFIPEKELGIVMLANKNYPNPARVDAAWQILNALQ
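AmpC (5.3 nM in the dispensed reagent) in 20 mM phosphate pH 7.0 with 0.01% (detergent screen) or 0.0001% Triton X-100 was preincubated with compounds for 15 min at room temperature. Nitrocefin was then added from an 800 uM solution, and hydrolysis was followed at 480 nm.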
Tb PYK inh = T. brucei pyruvate kinase inhibition; hit rate 0.12% among 410,000; TbPYK enzyme, Kinase-Glo Plus ATP luminescence, 45 min; AID 624173; Potency, µM (titrated, usually from 76.8 µM), for the others: at the top dose activity, negative = inhibition, usual class: inhibitors; Q57TT1; note: potency is the fitted concentration of half-maximal effect; % is set by controls: 0 for no effect and ±100 for the full control effect; nearly all actives have a fitted effect of over 50% in size
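Glycolytic pyruvate kinase of T. brucei was incubated with substrate, test compound and 130 uM ADP for 45 minutes at room temperature. Luminescent Kinase-Glo Plus signal was measured after 10 minutes.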
Cycloheximide cs = counter-screen hit for Shiga toxin inhibitors, cycloheximide | cell reporter, cycloheximide protein synthesis inhibition counterscreen | max response, % | hit rate 12% among 300,000; in the data active = max response mostly above about 13%, no sharp cut-off; inactive = mostly below about 14%; note: read at 38.3 µM for the half of the compounds with a filed dose; 0% is about no effect
LmPK inh = inhibitors of Leishmania mexicana pyruvate kinase; hit rate 0.37% among 290,000; Potency, µM (titrated, usually from 57.5 µM), without a hit: at the highest dose activity change, negative = inhibition, usual class: inhibitors; purified LmPK, Kinase-Glo ATP luminescence, 1 h; AID 1721; note: potency is the fitted concentration of half-maximal effect; % is set by controls: 0 for no effect and ±100 for the full control effect
Target sequence (Q27686 whole entry, looked up): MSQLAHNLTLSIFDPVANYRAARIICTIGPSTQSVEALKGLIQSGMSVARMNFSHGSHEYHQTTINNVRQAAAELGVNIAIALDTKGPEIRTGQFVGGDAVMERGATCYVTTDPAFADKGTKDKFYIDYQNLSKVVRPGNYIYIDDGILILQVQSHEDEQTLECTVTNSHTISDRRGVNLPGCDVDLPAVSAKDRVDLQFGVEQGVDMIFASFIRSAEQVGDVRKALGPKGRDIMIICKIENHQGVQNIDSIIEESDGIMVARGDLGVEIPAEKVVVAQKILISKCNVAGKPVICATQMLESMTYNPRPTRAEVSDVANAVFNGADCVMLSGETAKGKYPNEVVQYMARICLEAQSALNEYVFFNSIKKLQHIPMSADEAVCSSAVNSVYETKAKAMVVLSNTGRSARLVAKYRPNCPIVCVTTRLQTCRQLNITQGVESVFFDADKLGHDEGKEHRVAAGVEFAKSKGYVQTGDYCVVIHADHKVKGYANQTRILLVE
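Purified LmPK (0.1 nM) converted ADP (0.1 mM) to ATP with PEP (0.5 mM) in imidazole buffer pH 7.2 with KCl and MgCl2, 1 h at room temperature. ATP was read by Kinase-Glo luminescence; data normalized to uninhibited and no-enzyme controls.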
Pf growth 96h = P. falciparum growth inhibition at 96 hours; P. falciparum luciferase reporter growth, 96 h; Potency, µM (top dose mostly 28.7 µM), for the others: at the highest dose activity change, negative = inhibition, hits mostly inhibitors; hit rate 6.9% among 320,000; note: potency is the fitted concentration of half-maximal effect; % is set by controls: 0 for no effect and ±100 for the full control effect
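Luminescence readout: decreased luciferase signal marks inhibited growth of reporter-expressing P. falciparum in infected red cells (2% hematocrit, 0.05% parasitemia final), exposed to compound two generations (96 h, 37 C, 5% CO2).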
The depositor's hits bear a star; ? = inconclusive; . = no result given; [ ] = another dose, or the depositor's remark. Unless noted, calls come from the whole dose curve; as a rule, active = well fitted curve in the direction sought with a large enough effect; inconclusive = small, poorly fitted or top-dose-only effect, or another doubt; inactive = no such curve, though single readings can be large; an effect the other way counts as inactive or inconclusive.

Values run as follows: Shiga toxin inh	Pf growth 48h	AmpC no deterg	Tb PYK inh	Cycloheximide cs	LmPK inh	Pf growth 96h
CN(C)C(=O)c1ccc(NC(=O)c2cc(-n3cnnc3)ccc2Cl)cc1
 : -4	18%	-13%	-30%	-1	-2%	16%
COc1ccccc1N=c1oc2cc(O)ccc2cc1C(N)=O
 : 19	82%[activator]	-29%	-3%	14*	-16%	21%
O=C(O)C1=C(C(=O)Nc2cccc(C(F)(F)F)c2)CCCC1
 : 0	35%[activator]	-11%	-9%	-2	-2%	47%[activator]
O=C(NCc1cccnc1)c1ccc(NC(=O)c2ccc(Br)cc2)cc1
 : -4	?	-8%	-8%	1	2%	4%
Cc1ccc(NC2=C(NC(=O)c3ccccc3)C(=O)c3ccccc3C2=O)cc1Cl
 : 0	0.29µM*	20µM*	?	2	7.1µM*	?
Cc1ccc(C(=O)N2CCCCC2C(=O)O)o1 (centres undefined)
 : 11	11%	-19%	1%	1	-1%	37%[activator]
COc1ccc(CCNC(=O)CC2SC(=Nc3cc(C)cc(C)c3)NC2=O)cc1OC (centres undefined)
 : 17	-10%	25%	-3%	27	12%	2%
COc1ccc(CN2CCCC(C(=O)Nc3cccc(-n4cccn4)c3)C2)c(F)c1 (centres undefined)
 : -12	?	48%	-13%	-1	5%	46%[activator]
Nc1ccn(CC(=O)N2CCN(c3ccccn3)CC2)c(=O)n1
 : .	14%	-8%	2%	.	.	65%[activator]
CN1C(=O)C(=Cc2ccc(N(C)C)c([N+](=O)[O-])c2)C(=O)N(C)C1=O
 : 44	76%[activator]	-19%	.	14	1%	?
COc1ccc(-c2noc(CSc3nc4ccccc4c(=O)n3-c3ccccc3)n2)cc1
 : 8	8%	-16%	-1%	-2	0%	?
O=C1CC2(CON=C2c2ccc(F)cc2)C(=O)N1c1ccc(F)cc1 (centres undefined)
 : -1	1%	-31%	-2%	-2	3%	1%
Cc1noc(C)c1COc1cccc(C(=O)N(C)Cc2nc3ccccc3c(=O)[nH]2)c1
 : .	?	-14%	0%	.	.	?
COc1ccc(-n2nc3cc(C)c(N)c(Br)c3n2)cc1
 : 128*	20%	-17%	?	63*	?	?
CC(C)C(NS(=O)(=O)c1cccs1)C(=O)N(C)Cc1ccccc1 (centres undefined)
 : -6	-1%	-19%	6%	-1	-5%	.
O=C(O)c1ccccc1OCc1nc2ccccc2s1
 : 110*	196%[activator]	-36%	4%	65*	-24%	274%[activator]
Cc1ccccc1-n1c(C)nc2ccccc21
 : -4	-5%	-19%	5%	10	-6%	42%[activator]
Cn1c2c(c(=O)n(C)c1=O)C(NC(=O)c1ccco1)(C(F)(F)F)C(=O)N2 (centres undefined)
 : 21	-23%	-19%	1%	4	4%	.
NC(=O)CC1(CC(=O)O)CCCCC1
 : 8	15%	-31%	6%	1	2%	.
Cc1cc(Br)ccc1NC(=O)CNC(=O)CSc1ncccn1
 : .	-15%	-5%	-1%	.	.	?
CCCN(CC(=O)Nc1ccccc1OC)C(=O)CCC(=O)c1ccc(Cl)s1
 : .	?	40%	5%	.	.	?
COCCCNC(=O)Cn1c(=O)n(Cc2ccccc2Cl)c(=O)c2cc(OC)c(OC)cc21
 : 13	1%	-7%	-5%	5	6%	34%
COCCN(C(=S)Nc1cccc(C)c1)C(C)c1cccs1 (centres undefined)
 : -6	24%	-20%	1%	-3	0%	202%[activator]
CCCCn1c(N)c(N(CCOC)C(=O)CCc2ccc(OC)cc2)c(=O)[nH]c1=O
 : 13	-16%	-3%	-10%	-1	0%	85%[activator]
Cc1cc(C(=O)N/N=C/c2cccn2C)no1
 : 18*	20%	-12%	-8%	10	-5%	-9%
CCN(CC)S(=O)(=O)c1ccc(NC(=O)c2cc(-c3ccccc3)nc3ccccc23)cc1
 : -11	-29%	-14%	-8%	-4	4%	?
CC(C)CNS(=O)(=O)c1ccc(CCC(=O)Nc2cc(Cl)ccc2Oc2ccccc2)cc1
 : -5	.	-22%	-4%	-1	2%	4.1µM*
COC(=O)[C@]1(Cc2ccccc2)N[C@H](c2ccc(-c3ccc(Cl)c(Cl)c3)cc2)[C@@H]2C(=O)N(C)C(=O)[C@@H]21
 : .	5.9µM*	46%	5%	.	.	9.3µM*
Cc1cccc(C(=O)N[C@H](C(=O)Nc2nc3ccccc3[nH]2)C(C)C)c1
 : 9	?	-36%	-4%	11	-3%	?
O=C(c1cccc(Cl)c1)N1CCN(C2CCCCC2)CC1
 : -11	1%	11%	2%	-2	-7%	34%[activator]

A few values from the list.
Value for `COc1ccccc1N=c1oc2cc(O)ccc2cc1C(N)=O` under Tb PYK inh: -3%
Value for `COCCN(C(=S)Nc1cccc(C)c1)C(C)c1cccs1` (centres undefined) under AmpC no deterg: -20%
Value for `Cc1cc(Br)ccc1NC(=O)CNC(=O)CSc1ncccn1` under Tb PYK inh: -1%

Next compounds follow:
Values run as follows: Shiga toxin inh	Pf growth 48h	AmpC no deterg	Tb PYK inh	Cycloheximide cs	LmPK inh	Pf growth 96h
O=C(NCc1ccco1)c1cnn2cccnc12
 : -6	5%	-4%	-4%	-2	-3%	0%
COc1cccc(NC(=O)C2CC(=O)n3cnnc3S2)c1 (centres undefined)
 : 7	?	-7%	-8%	4	5%	4%[5.75 µM]
CN1CCN(S(=O)(=O)c2ccc(C3CCCCC3)cc2)CC1
 : .	-18%	44%	1%	.	.	-1%
CCc1ccccc1NC(=O)C1CCCN1C(=O)Nc1ccc(C)cc1 (centres undefined)
 : -3	0%	-26%	1%	0	-1%	46%[activator]
COc1cc(CN2CCC(C(=O)NC3CCCC3)CC2)cc(OC)c1O
 : 28	-23%	-19%	7%	-3	-3%	?
COc1ccc(O[C@H]2C=C[C@@H](c3ccccc3)O[C@@H]2COC(=O)CC/C(C)=N/O[C@H](C)c2cn([C@@H]3COC[C@H]3O)nn2)cc1
 : -7	15µM*	303%[activator]	.	-4	4%	?
O=C(CCC1CCCCC1)NCc1ccccn1
 : 15	17%	-5%	-4%	4	-2%	-13%
O=C1CCCC2=C1C(c1ccsc1)CC(=O)N2c1nnc(SCc2ccccc2)s1 (centres undefined)
 : -12	.	-29%	-13%	-7	11%	19%
CCOC(=O)C1CCCN(c2nc(C)nc3c2oc2ccccc23)C1 (centres undefined)
 : 32	?	61%[activator]	4%	-2	2%	?
COc1ccc(C2=Nn3c(nnc3-c3ccccn3)SC2)cc1OC
 : 4	.	12%	-8%	4	2%	?
COc1ccc(C(=O)N(C)c2ccccc2C(=O)NCCc2ccccc2)cc1
 : -5	-14%	0%	-3%	2	8%	?
Cc1nnc2ccc(N3CCC4(CC3)OCCO4)nn12
 : -2	4%	-6%	3%	1	-3%	24%
CC(=O)c1cccc(N(C(=O)Cn2nnc3ccccc32)C(C(=O)NC2CCCCC2)c2cn(C)nc2C)c1 (centres undefined)
 : 1	-10%	-7%	2%	13	-2%	.
Cc1c(C)c2c(OCC(=O)N[C@@H](Cc3ccccc3)C(=O)O)cc3c(c2oc1=O)CCC(C)(C)O3
 : -6	?	-18%	-8%	2	-5%	?
Cc1ccc2c(c1)C1CN(C)CCC1N2C(=O)c1cn(-c2ccccc2)nc1-c1ccccc1 (centres undefined)
 : -9	13µM*	57%[11.4 µM]	0%	4	-1%	?
C/C(=C(\C#N)C(=O)NCc1ccccc1)N(C)C
 : -27	18%	-1%	-1%	-2	-10%	78%[activator]
O=[N+]([O-])c1cc(C(F)(F)F)ccc1SCC(O)CO (centres undefined)
 : 13	31%[activator]	3%	3%	5	0%	3%
Cc1ccc(S(=O)(=O)NCC(c2ccco2)N2CCc3ccccc3C2)cc1 (centres undefined)
 : .	?	-18%	2%	.	.	-7%
N#CC1(c2ccccc2)CCCN1C(=O)c1ccco1 (centres undefined)
 : -19	.	-18%	2%	-4	13%	52%
O=C(N/N=C/c1ccc(Br)cc1)c1cc[n+](Cc2ccccc2)cc1
 : -2	-2%	21%	3%	0	0%	37%[activator]
O=S(=O)(c1ccccc1)c1cnc(-c2ccccc2)nc1N1CCCCC1
 : -7	?	-20%	-6%	-1	1%	?
O=S(=O)(N/N=C\c1cccnc1)c1ccccc1
 : -28	4%	-5%	-3%	-2	0%	-4%
O=C(CSc1nc2ccccc2c(=O)[nH]1)Nc1ccc(S(=O)(=O)N2CCCC2)cc1
 : 8	-16%	-43%	-5%	-5	0%	2.3µM*
CSc1ncccc1C(=O)OCC(=O)c1ccc2c(c1)NC(=O)CO2
 : -4	0%	-19%	-4%	1	-3%	8%
O=C(CSCc1ccc(F)cc1)N1CCOCC1
 : 82*	.	2%	-7%	58*	17%	91%[activator]
CC(=O)Nc1ccc(Oc2nc(C)cc(C)n2)cc1
 : 33	23%	-8%	-6%	3	3%	8%
CC(=O)c1cccc(NC(=O)C2COc3ccccc3O2)c1 (centres undefined)
 : .	70%[activator]	-12%	-5%	23*	-2%	2.6µM*
Cc1noc(C)c1COC(=O)c1ccc(N(C)C)cc1
 : 38	55%	0%	2%	14	1%	205%[activator]
Cc1[nH]c2ccccc2c(=O)c1C(=O)/C=C/c1ccccc1
 : -25	?	-37%	0%	-2	-1%	?
CC(=O)Nc1ccc(C2=NN(c3ccccc3)C(c3cccs3)C2)cc1 (centres undefined)
 : 88*	?	-9%[11.4 µM]	0%	70*	3%	?

The listing continues:
Values run as follows: Shiga toxin inh	Pf growth 48h	AmpC no deterg	Tb PYK inh	Cycloheximide cs	LmPK inh	Pf growth 96h
N=C1C(c2nc3ccccc3[nH]2)=C(O)CN1c1ccccc1
 : 19	.	-15%	-5%	10	4%	4%
COc1ccc(Nc2nc(NC(C)(C)C)nc(N3CCCC3)n2)c(OC)c1
 : -2	.	39%	-1%	-4	3%	4.7µM*
CC(C)N=C(NS(=O)(=O)c1ccccc1)C(Cl)(Cl)Cl
 : 38*	?	?	-3%	19*	-6%	?
O=c1c2cc3c(=O)n(CC4CCCO4)c(=O)c3cc2c(=O)n1CC1CCCO1 (centres undefined)
 : -4	1%	-11%	-1%	-2	0%	?
O=C1CC(c2ccccc2)=Nc2ccc(Br)cc2N1
 : 28	-22%	-33%	-11%	8	12%	43%[activator]
Cc1ccc(S(=O)(=O)N2CCN(c3c([N+](=O)[O-])cc(C(F)(F)F)cc3[N+](=O)[O-])CC2)cc1
 : -3	?	-39%	-9%	-4	3%	28%
CCS(=O)(=O)C1=NN2C(=N)/C(=C\c3ccc(OS(=O)(=O)c4ccccc4)c(OC)c3)C(=O)N=C2S1
 : 8	?	-40%	.	11	-1%	9.3µM*
Cc1ccccc1/C=N\NC(=O)c1ccc(Cn2cccn2)o1
 : 32	28%	-15%	-4%	5	-4%	41%[activator]
COC(=O)c1nc2cc3c(cc2c(C)c1C(=O)OC)OCO3
 : 6	18%	-8%	6%	4	-3%	55%[activator]
Cn1c(N)c(C(=O)COC(=O)c2ccc3c(c2)OCCO3)c(=O)n(C)c1=O
 : -6	26%	-15%	0%	-5	-3%	0%

Another view of two compounds above.
compound	Shiga toxin inh	Pf growth 48h	AmpC no deterg	Tb PYK inh	Cycloheximide cs	LmPK inh	Pf growth 96h
Cc1ccc(S(=O)(=O)N2CCN(c3c([N+](=O)[O-])cc(C(F)(F)F)cc3[N+](=O)[O-])CC2)cc1	-3	?	-39%	-9%	-4	3%	28%
CCS(=O)(=O)C1=NN2C(=N)/C(=C\c3ccc(OS(=O)(=O)c4ccccc4)c(OC)c3)C(=O)N=C2S1	8	?	-40%	.	11	-1%	9.3µM*
